Compound activity: PubChem, The Scripps Research Institute Molecular Screening Center
M4 PAM = human M4 muscarinic receptor positive allosteric modulators, primary screen, CHO-K1 cells, Fluo-8 calcium fluorescence; Muscarinic acetylcholine receptor M4 (Homo sapiens), P08173; CHO-K1 hM4/Gqi5, ACh EC20; 0% = ACh EC20, 100% = maximal ACh; activation, % at 3 µM; 360,000 tested, 0.4% active;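 active = activation above its plate's cutoff, the mean activation of sample wells plus 3 SD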; also: some results filed as inactive read as strong as hits
Target sequence (P08173 whole entry, looked up): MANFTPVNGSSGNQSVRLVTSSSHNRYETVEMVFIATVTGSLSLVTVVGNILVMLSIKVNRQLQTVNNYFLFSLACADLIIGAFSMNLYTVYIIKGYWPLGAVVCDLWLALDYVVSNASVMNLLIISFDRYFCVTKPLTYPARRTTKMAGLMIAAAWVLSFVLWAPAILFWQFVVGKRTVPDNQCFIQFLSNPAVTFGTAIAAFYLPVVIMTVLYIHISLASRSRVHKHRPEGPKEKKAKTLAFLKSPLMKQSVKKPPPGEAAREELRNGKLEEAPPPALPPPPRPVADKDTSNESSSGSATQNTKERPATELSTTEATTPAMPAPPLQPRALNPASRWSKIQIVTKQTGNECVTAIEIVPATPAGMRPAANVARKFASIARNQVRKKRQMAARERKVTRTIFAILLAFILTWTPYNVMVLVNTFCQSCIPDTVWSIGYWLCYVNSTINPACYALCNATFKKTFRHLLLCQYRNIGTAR
M5 ag = human M5 muscarinic receptor agonists, primary screen, CHO-K1 cells, Fluo-8 calcium fluorescence | Muscarinic acetylcholine receptor M5 (Homo sapiens), P08912 | CHO-K1 hM5 cells; 0% DMSO wells, 100% maximal acetylcholine response | activation, % at 3 µM | 360,000 tested, 0.19% active | AID 624037, 2012;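 active = activation above the run's mean over test compounds plus 3 SD, cut at about 23% in these data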;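 also: signal is peak over basal fluorescence ratio across the kinetic read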
Target sequence (P08912 whole entry, looked up): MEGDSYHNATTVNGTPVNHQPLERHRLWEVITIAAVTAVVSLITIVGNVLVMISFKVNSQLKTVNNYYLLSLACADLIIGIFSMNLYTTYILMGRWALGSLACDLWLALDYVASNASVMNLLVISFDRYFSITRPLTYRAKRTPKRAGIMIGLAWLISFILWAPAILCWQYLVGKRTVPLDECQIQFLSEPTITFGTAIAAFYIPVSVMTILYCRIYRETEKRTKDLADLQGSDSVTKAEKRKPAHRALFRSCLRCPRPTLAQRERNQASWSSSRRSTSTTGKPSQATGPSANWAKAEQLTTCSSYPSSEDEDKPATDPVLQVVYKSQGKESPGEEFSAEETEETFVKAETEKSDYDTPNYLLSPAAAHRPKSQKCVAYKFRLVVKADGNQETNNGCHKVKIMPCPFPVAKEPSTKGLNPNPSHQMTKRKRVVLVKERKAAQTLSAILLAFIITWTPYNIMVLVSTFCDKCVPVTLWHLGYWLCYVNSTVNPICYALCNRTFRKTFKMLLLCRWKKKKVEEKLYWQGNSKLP
M1 ag parental = counter-screen for M1 agonists: effect in parental CHO-K1 cells; Fluo-8 calcium fluorescence; scaled to maximal ATP response, vehicle zero; 360,000 tested, 0.48% active; activation, % at 3 µM; in the data active = activation above about 15%;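 also: untransfected CHO-K1 host cells lacking M1 receptor as counterscreen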
CHRM5 PAM = human M5 muscarinic receptor positive allosteric modulators, primary screen, CHO-K1 cells, Fluo-8 calcium fluorescence; Muscarinic acetylcholine receptor M5 (Homo sapiens), P08912; CHO-K1 hM5, ACh EC20 PAM; 0% = ACh EC20, 100% = ACh EC100; activation, % at 3 µM; AID 624038, 2012; 360,000 tested, 0.3% active;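 active = activation above the run cutoff, the mean activation of all test compounds plus 3 SD, cut at about 18% in these data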
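Test system: CHO-K1 hM5 cells / Doses: single-point, 3 µM nominal / Times: Post-acetylcholine fluorescence recording 140 s / Technique: Fluo-8 calcium fluorescence / Measure: Max/basal fluorescence ratio as % of EC20–EC100 ACh window / Benchmarks: low control EC20 acetylcholine (0%), high control EC100 acetylcholine (100%) / Replicates: one well per compound, no replicates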
CHO-K1 Ca PAM = nonselective calcium activators in parental CHO-K1 cells, primary screen, counter-screen for M1 PAM project, cell-based, Fluo-8 calcium fluorescence, full deck, 1536-well; ATP EC20; 0% at ATP EC20, 100% at ATP max; activation, % at 3 µM; 360,000 tested, 0.02% active; AID 602247, 2012;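 active = activation above the run cutoff, the mean activation of all test compounds plus 3 SD, cut at about 40% in these data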;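 also: peak over basal fluorescence ratio in a 140 s read after ATP addition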
CHRM5 antagonist = human M5 muscarinic receptor antagonists, primary screen, CHO cells, Fluo-8 calcium fluorescence. Muscarinic acetylcholine receptor M5 (Homo sapiens), P08912. CHO-hM5 cells, ACh EC80. inhibition, % at 3 µM. 360,000 tested, 0.59% active;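 active = inhibition above a per-plate cutoff, the mean of that plate's test compounds plus 3 SD, cut at about 27% in these data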;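 also: 0% = acetylcholine EC80 with DMSO and 100% = DMSO without agonist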
CHRM4 agonist = human M4 muscarinic receptor agonists, primary screen, CHO-K1 cells, Fluo-8 calcium fluorescence | Muscarinic acetylcholine receptor M4 (Homo sapiens), P08173 | CHO-K1 hM4/Gqi5; vehicle 0%, full acetylcholine response 100% | activation, % at 3 µM | 360,000 tested, 0.14% active | AID 624127, 2012;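 active = activation above the run mean over all test wells plus 3 SD, cut at about 32% in these data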;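 also: peak over basal fluorescence ratio per well then scaled between controls; 0% = DMSO wells and 100% = acetylcholine at EC100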
CHO-K1 Ca antag = nonselective inhibitor or artifact in parental CHO-K1 cells; ATP-induced calcium, Fluo-8 fluorescence; 360,000 tested, 0.6% active; inhibition, % at 3 µM;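 active = inhibition above a per-plate cutoff, the plate's mean sample inhibition plus 3 SD, cut at about 24% in these data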;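 also: 0% = DMSO plus EC80 ATP and 100% = DMSO alone without ATP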
M4 antag = human M4 muscarinic receptor antagonists, primary screen, CHO cells, Fluo-8 calcium fluorescence | CHO-hM4 cells, ACh EC80 | Muscarinic acetylcholine receptor M4 (Homo sapiens), P08173 | 360,000 tested, 0.73% active | inhibition, % at 3 µM;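 active = inhibition above its plate's cutoff, the mean inhibition of sample wells plus 3 SD, cut at about 27% in these data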;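 also: 0% = acetylcholine EC80 with DMSO and 100% = DMSO without agonist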
* hit, by the source's call.

SMILES	M4 PAM	M5 ag	M1 ag parental	CHRM5 PAM	CHO-K1 Ca PAM	CHRM5 antagonist	CHRM4 agonist	CHO-K1 Ca antag	M4 antag
C=CCNS(=O)(=O)CC12CCC(CC1=O)C2(C)C (centres undefined)	-2	-7	0.3	0	17	-7	1	-7	-6
N#C/C(=C(/O)CSc1ccccn1)c1nc2ccccc2s1	-7	5	4.3	-7	14	8	10	-3	9
Cc1ccc(C)c(N2CC(C(=O)O)CC2=O)c1 (centres undefined)	2	0	-0.5	-1	-12	11	1	1	12
CC(NNC(=S)N1CCCCCC1)c1ccc2ccccc2n1 (centres undefined)	-8	-8	0.5	-7	9	9	0	9	19
Cc1noc(C(=O)Nc2ccccc2C(F)(F)F)c1Cl	5	1	1.0	6	20	-5	-1	-15	-7
Cc1ccc(OCCCCn2ccnc2)c(Cl)c1	-3	-3	4.4	-8	10	10	5	-8	7
Cc1ccc2cc3cc(C(=O)NCCCN4CCCC4)oc3nc2c1	6	-5	0.3	-5	-14	16	1	-9	-6
Cc1cccc(NC(=O)Cn2cnc3ccc(S(=O)(=O)N4CCC(C)CC4)cc3c2=O)n1	4	-6	0.5	-1	2	2	3	8	5
Cc1c(-c2ccc(OCCN3CCCCC3)cc2)c(=O)oc2ccc3ccccc3c12	-4	1	0.4	-2	16	7	0	-16	7
CCOc1cc(N2CCOCC2)c(OCC)cc1NC(=O)C1=COCCO1	2	2	4.8	1	11	-1	1	0	-5
O=C(OC(C(=O)NCC1CCCO1)c1ccc(F)cc1)c1ccco1 (centres undefined)	-3	0	0.6	3	16	-3	1	-18	3
CC(C)n1cnc2cc(NCc3ccccn3)ccc21	-3	-3	1.6	4	24	0	0	-8	2
CCNc1ccc(S(=O)(=O)N(C)C)cc1NCC(=O)Nc1ccccc1F	-6	-1	1.6	-5	2	6	1	-6	-5
CCOC(=O)c1c(/N=C/c2cccc([N+](=O)[O-])c2O)sc2c1CCC2	5	-2	0.0	-1	-17	14	0	5	6
Brc1ccccc1Cn1c(-c2cncs2)nc2ccccc21	-8	-3	0.4	-6	8	8	1	-11	-10

In the list so far, two contain a Cl atom:
SMILES	M4 PAM	M5 ag	M1 ag parental	CHRM5 PAM	CHO-K1 Ca PAM	CHRM5 antagonist	CHRM4 agonist	CHO-K1 Ca antag	M4 antag
Cc1noc(C(=O)Nc2ccccc2C(F)(F)F)c1Cl	5	1	1.0	6	20	-5	-1	-15	-7
Cc1ccc(OCCCCn2ccnc2)c(Cl)c1	-3	-3	4.4	-8	10	10	5	-8	7

Among those listed so far, these contain fluorine:
SMILES	M4 PAM	M5 ag	M1 ag parental	CHRM5 PAM	CHO-K1 Ca PAM	CHRM5 antagonist	CHRM4 agonist	CHO-K1 Ca antag	M4 antag
Cc1noc(C(=O)Nc2ccccc2C(F)(F)F)c1Cl	5	1	1.0	6	20	-5	-1	-15	-7
O=C(OC(C(=O)NCC1CCCO1)c1ccc(F)cc1)c1ccco1 (centres undefined)	-3	0	0.6	3	16	-3	1	-18	3
CCNc1ccc(S(=O)(=O)N(C)C)cc1NCC(=O)Nc1ccccc1F	-6	-1	1.6	-5	2	6	1	-6	-5

Further results follow.
SMILES	M4 PAM	M5 ag	M1 ag parental	CHRM5 PAM	CHO-K1 Ca PAM	CHRM5 antagonist	CHRM4 agonist	CHO-K1 Ca antag	M4 antag
Cc1cc(OCc2cc(C(=O)NC(C)c3c(C)nn(C)c3C)no2)cc(C)c1Cl (centres undefined)	-7	0	4.9	2	16	8	11	-6	8
CC(=O)NCCc1ccc(S(=O)(=O)N2CCCC2)cc1	-2	-6	-0.1	1	10	-4	0	1	-5
CCOC(=O)CC1(NC(=O)c2cc(COc3cncc(Cl)c3)on2)CCCCC1	4	6	12	-12	-11	4	16	3	-8
CCNc1nc(NC(C)(C)C)nc(SCC(N)=O)n1	6	-1	0.1	-6	11	1	0	12	-10
CC(c1cccs1)N(C(=O)Nc1ccccc1)C1CCCCC1 (centres undefined)	9	-8	1.2	-5	29	2	1	-8	-26
Fc1ccc(-[n+]2nc(Nc3ccccc3)sc2-c2cccc(Cl)c2Cl)cc1	-9	5	5.7	-21	5	20	13	-6	6
COc1ccc(NC(=O)COC(=O)/C=C/c2ccc(OC)c(S(=O)(=O)N3CCOCC3)c2)cc1	0	-3	1.5	-10	4	3	4	-4	-6
O=C(CCCN=C1NS(=O)(=O)c2ccccc21)OCC(=O)c1ccc(F)cc1	2	21	9.2	-7	1	7	15	2	-9
CC(C)(C)OC(=O)NCC(=O)Oc1cc2oc(=O)cc(-c3ccccc3)c2cc1Cl	4	8	5.3	5	11	-4	2	-11	6
CC1SC(=NC(=O)c2ccncc2)NC1=O (centres undefined)	-6	0	-0.5	-3	-17	10	0	20	5
Cc1cccc(-c2nc(Nc3ccc(O)cc3)c3ccccc3n2)c1	-6	1	1.6	-7	-6	1	5	-9	8
CCOC(=O)C1=C(CNCCOc2ccc(OC)cc2)NC(=O)NC1c1ccc2c(c1)OCO2 (centres undefined)	-8	1	4.3	-3	5	10	13	-8	5
Cc1cc(C)cc(-n2c(C)cc(/C=N/NC(=O)c3cccc([N+](=O)[O-])c3C)c2C)c1	-7	-7	0.3	-9	1	0	1	1	3
CC(=O)Oc1ccc(C(=O)Nc2cccc(C(=O)NC(C)(C)C)c2)cc1	2	3	2.7	-12	8	13	10	-8	-4
N/C(=N\c1nc2ccccc2o1)NC(=O)c1ccccc1	3	-2	0.0	12	14	-4	1	-2	-7

Four compounds out of the list above, arranged by the number in M4 PAM, smallest number first.
Compound | M4 PAM
Cc1cc(OCc2cc(C(=O)NC(C)c3c(C)nn(C)c3C)no2)cc(C)c1Cl (centres undefined) | -7
CC1SC(=NC(=O)c2ccncc2)NC1=O (centres undefined) | -6
CC(=O)Oc1ccc(C(=O)Nc2cccc(C(=O)NC(C)(C)C)c2)cc1 | 2
N/C(=N\c1nc2ccccc2o1)NC(=O)c1ccccc1 | 3

New compounds follow:
SMILES	M4 PAM	M5 ag	M1 ag parental	CHRM5 PAM	CHO-K1 Ca PAM	CHRM5 antagonist	CHRM4 agonist	CHO-K1 Ca antag	M4 antag
CCOc1ccc(S(=O)(=O)N2CCOCC2)cc1NC(=O)CN1C(=O)NC(C)(c2ccc(C)cc2)C1=O (centres undefined)	4	-2	1.2	7	7	2	5	-6	-3
COc1cccc(C2=NCCc3cc4c(cc32)OCO4)c1OC	-4	1	1.7	-4	14	4	3	-1	10
Cc1cc(Cl)ccc1OCCCC(=O)NCc1ccccn1	2	-2	2.9	3	15	-10	2	-3	-1
CCCc1ccc(NC(=O)C2CCCN(c3cnccn3)C2)cc1 (centres undefined)	1	-4	2.8	-1	9	4	6	-9	1
Cc1nc2ccccc2c2ncccc12	1	-1	0.8	1	7	7	1	-11	4
CCn1c(CC(=O)Nc2ccc(Cl)cc2)nnc1SCC(=O)N1CCOCC1	-1	-3	10	5	-7	-10	1	10	3
CC(C)Oc1cc(F)ccc1-c1cc(C(=O)Nc2cccc(C(F)(F)F)c2)[nH]n1	-11	-1	0.0	-10	-14	7	1	11	13
c1cc2c3c(cccc3c1)NC1(CCCC1)N2	15	0	-0.9	-8	4	-3	0	7	-10
CCOP(=O)(O)c1ccccc1OCCOc1ccccc1P(=O)(O)OCC	5	-2	0.8	11	22	-12	0	-27	-7
COc1ccc(CC(=O)NCc2ccccc2Cl)cc1S(=O)(=O)N1CCOCC1	5	-2	0.5	1	14	-5	2	0	8
Cc1sc2nc3n(c(=O)c2c1C)CCCS3	0	-4	-0.2	-3	26	-7	1	-12	-8
CC(C)c1ccc(C2OCC(C)([N+](=O)[O-])CO2)cc1 (centres undefined)	3	-1	1.0	-12	7	17	1	-8	2
CN(C)/C=N/c1sc2c(c1C#N)CCCCC2	-4	-2	-0.4	-3	13	6	0	-6	4
CCOC(=O)C(C)Sc1nc2c(c(=O)[nH]c(=O)n2C)n1Cc1ccc(Cl)cc1 (centres undefined)	0	-3	3.8	-6	13	4	4	8	0
CCC(=O)Nc1ccc(S(=O)(=O)NCCc2ccccc2)cc1	5	4	2.3	-5	22	6	7	-14	1

Record cards, from the list above. Order of screens: M4 PAM | M5 ag | M1 ag parental | CHRM5 PAM | CHO-K1 Ca PAM | CHRM5 antagonist | CHRM4 agonist | CHO-K1 Ca antag | M4 antag
Shown for CN(C)/C=N/c1sc2c(c1C#N)CCCCC2 = -4 | -2 | -0.4 | -3 | 13 | 6 | 0 | -6 | 4
Shown for COc1ccc(CC(=O)NCc2ccccc2Cl)cc1S(=O)(=O)N1CCOCC1 = 5 | -2 | 0.5 | 1 | 14 | -5 | 2 | 0 | 8

Further records.
SMILES	M4 PAM	M5 ag	M1 ag parental	CHRM5 PAM	CHO-K1 Ca PAM	CHRM5 antagonist	CHRM4 agonist	CHO-K1 Ca antag	M4 antag
CCCCCC(NC(=O)C1CCN(C(=O)[C@@H](NS(=O)(=O)c2ccc(C)cc2)C(C)C)CC1)C(=O)O (some centres undefined)	10	-2	0.4	8	27	0	2	-4	-12
COc1ccc(-c2cc3ccccc3oc2=O)cc1	-5	-4	1.1	-4	2	11	0	-16	1
COC(=O)Cc1c(C)c2ccc(OCC(=O)N3CCOCC3)cc2oc1=O	5	3	0.6	0	5	-9	1	-6	-7
O=C(NCc1ccccc1CN1CCCC1)C1CCN(S(=O)(=O)c2ccc(Cl)cc2)CC1	2	-1	0.5	-11	0	1	2	-12	-13
COc1ccc(N2CCN(C(=S)NC(C)c3ccccc3)CC2)cc1 (centres undefined)	-2	-1	4.3	-4	15	1	4	-16	-1
CN(/N=C/c1cccc(Br)c1)C1=NS(=O)(=O)c2ccccc21	-3	-4	0.1	1	10	-1	0	-10	-5
COc1cc(CC(=O)NC2CCCc3ccccc32)cc(OC)c1OC (centres undefined)	-9	-1	8.9	-5	-12	13	1	-3	10
CC(C)(C)NC(=O)C(c1ccc(O)cc1)N(C(=O)CCC(=O)Nc1nccs1)c1ccccc1F (centres undefined)	0	-1	0.3	1	17	-10	1	-3	-5
O=C(CN1c2cccc3cccc(c23)S1(=O)=O)Nc1c(F)c(F)c(F)c(F)c1F	4	0	0.6	6	-3	-1	0	3	-11
CC1=CC2=NC(=O)CC(C)(C(=O)N(CC(=O)NC3CCCC3)c3cc(C)cc(C)c3)N2C=C1 (centres undefined)	9	1	0.4	3	15	6	1	-4	5
Cc1cc(C)c(OCC(=O)Nc2cccc(NC(=O)c3ccco3)c2)c(Br)c1	-9	-1	6.8	-19	-5	18	15	-11	13
CCN(CC)CCCNC(=O)Cn1cc2c(n1)CCC(C)C2 (centres undefined)	-4	-1	1.1	2	10	-5	0	-13	-3
CCOc1ccccc1NC(=S)NC1CCCCC1	0	-2	0.0	-3	6	11	0	-7	-2
Cn1ccc2cc(OCc3ccccc3)ccc21	8	7	-0.2	11	-25	-9	3	5	-3
